Screening data deposited in PubChem by several laboratories.
CRFR2-BP antag: antagonists of CRF-binding protein/CRF-R2 receptor complex. HEK293 CRF-R2/CRF-BP, CRF-induced calcium fluorescence. inhibition, % at 11.8 µM. actives 0.59% (n = 350,000). AID 588475;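 active = inhibition of the ligand-induced calcium signal above about 50% at the single tested concentration, limit read from the data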
CHRM5 PAM: CHRM5 positive allosteric modulation. P08912. CHO-K1 hM5, Fluo-8 calcium, ACh EC20 PAM; 0% = ACh EC20, 100% = ACh EC100. activation, % at 3 µM. actives 0.3% (n = 360,000). AID 624038;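 active = activation above the run cutoff, the mean activation of all test compounds plus 3 SD, cut at about 18% in these data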
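Replicates: One well per compound, no replicates | System: Human M5 receptor in CHO-K1 cells | Benchmarks: Low control EC20 acetylcholine (0%), high control EC100 acetylcholine (100%) | Probe or stimulus: Acetylcholine, EC20 level | Times: Fluo-8 loading 80 min at 37 °C plus 30 min room temperature | Signal: Intracellular calcium via Fluo-8 fluorescence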
CHRM4 PAM: positive allosteric modulators of human muscarinic M4 receptor; P08173; CHO-K1 hM4/Gqi5, Fluo-8 calcium fluorescence, ACh EC20; 0% = ACh EC20, 100% = maximal ACh; activation, % at 3 µM; actives 0.4% (n = 360,000); AID 624126;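 active = activation above its plate's cutoff, the mean activation of sample wells plus 3 SD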; also: some results filed as inactive read as strong as hits
Target sequence (P08173 whole entry, looked up): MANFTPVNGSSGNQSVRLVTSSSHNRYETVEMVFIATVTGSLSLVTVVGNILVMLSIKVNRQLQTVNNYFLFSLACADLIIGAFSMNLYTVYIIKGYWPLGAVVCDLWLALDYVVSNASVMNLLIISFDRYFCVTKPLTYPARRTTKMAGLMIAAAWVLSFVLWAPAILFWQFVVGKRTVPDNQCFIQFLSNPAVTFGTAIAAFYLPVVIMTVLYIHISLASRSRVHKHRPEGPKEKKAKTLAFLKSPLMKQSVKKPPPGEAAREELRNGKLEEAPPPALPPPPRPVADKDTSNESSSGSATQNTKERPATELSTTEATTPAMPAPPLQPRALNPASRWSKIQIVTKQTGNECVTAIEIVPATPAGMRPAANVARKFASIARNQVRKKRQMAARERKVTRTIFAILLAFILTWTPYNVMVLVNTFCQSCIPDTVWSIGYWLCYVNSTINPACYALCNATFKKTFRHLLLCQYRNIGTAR
TAAR1 ag: human TAAR1 agonism; Q96RJ0; CHO RD-HGA16 TAAR1, Fluo-8 calcium fluorescence; vehicle wells 0%, saturating PEA agonist 100%; activation, % at 3 µM; actives 0.99% (n = 360,000); AID 624467;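 active = activation above the mean activation of all test compounds in the run plus 3 SD, cut at about 38% in these data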
Target sequence (Q96RJ0 whole entry, looked up): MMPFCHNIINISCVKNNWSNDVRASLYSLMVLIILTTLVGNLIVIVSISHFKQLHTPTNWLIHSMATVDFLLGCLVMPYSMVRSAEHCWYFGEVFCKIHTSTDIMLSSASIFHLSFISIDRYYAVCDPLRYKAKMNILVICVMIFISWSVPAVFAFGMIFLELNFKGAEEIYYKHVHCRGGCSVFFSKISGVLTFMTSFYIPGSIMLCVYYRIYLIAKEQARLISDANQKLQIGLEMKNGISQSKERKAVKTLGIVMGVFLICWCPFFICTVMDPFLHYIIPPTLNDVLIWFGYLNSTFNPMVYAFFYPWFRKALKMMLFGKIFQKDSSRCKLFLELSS
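Test system: RD-HGA16 (CHO) cells co-expressing Gα16 and hTAAR1 | Doses: Single dose, 3 µM | Schedule: 17-24 h seeding, 75 min 37 °C dye, 30 min RT | Evaluation: % activation from peak over basal fluorescence ratio, DMSO-to-PEA scaled | Technique: Kinetic Fluo-8 calcium fluorescence | Benchmarks: Low control DMSO, high control PEA (EC100)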
CRFBP-R2 agonist: agonists of human CRF-binding protein/CRF-R2 receptor complex | HEK293 CRF-R2/CRF-BP, calcium dye fluorescence (FLIPR); percent of saturating CRF peptide response | activation, % at 13.2 µM | actives 0.46% (n = 350,000);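 active = activation of at least 50%, plus an integration ratio under a set limit after plate pattern correction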;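 also: plate controls were neutral control wells without compound for no effect and CRF at EC100 for full effect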
TAAR1 antag: antagonists of human TAAR1 | inhibition, % at 3 µM | actives 1.5% (n = 360,000) | Q96RJ0 | CHO RD-HGA16 TAAR1, Fluo-8 calcium fluorescence, antagonist;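 active = inhibition above a per-plate cutoff, the mean inhibition of test compounds on that plate plus 3 SD, cut at about 49% in these data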;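 also: 0% = DMSO plus EC80 beta-PEA response and 100% = DMSO alone without agonist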
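Assay system: CHO-derived RD-HGA16 cells stably expressing human TAAR1 plus Gα16. Timing: 140 s kinetic read after compound, 140 s after agonist. Technique: kinetic Fluo-8 calcium fluorescence measurement. Measure: % inhibition of agonist calcium response.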
CHRM5 agonist: agonists of human muscarinic M5 receptor (CHRM5). actives 0.19% (n = 360,000). CHO-K1 hM5 cells, Fluo-8 calcium fluorescence; 0% DMSO wells, 100% maximal acetylcholine response. P08912. activation, % at 3 µM;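 active = activation above the run's mean over test compounds plus 3 SD, cut at about 23% in these data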;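 also: signal is peak over basal fluorescence ratio across the kinetic read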
CHO-K1 Ca PAM: counter-screen for M1 PAMs: effect in parental CHO-K1 cells; ATP EC20, Fluo-8 calcium fluorescence; 0% at ATP EC20, 100% at ATP max; activation, % at 3 µM; actives 0.02% (n = 360,000); AID 602247;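 active = activation above the run cutoff, the mean activation of all test compounds plus 3 SD, cut at about 40% in these data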;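 also: peak over basal fluorescence ratio in a 140 s read after ATP addition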
M5 antag: blocks acetylcholine activation of human M5 receptor; P08912; CHO-hM5 cells, Fluo-8 calcium fluorescence, ACh EC80; inhibition, % at 3 µM; actives 0.59% (n = 360,000);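 active = inhibition above a per-plate cutoff, the mean of that plate's test compounds plus 3 SD, cut at about 27% in these data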;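 also: 0% = acetylcholine EC80 with DMSO and 100% = DMSO without agonist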
The depositor's hits bear a star.

How did CN(C)S(=O)(=O)c1ccc2c(c1)nc(CCC(=O)Nc1ccc3c(c1)OCO3)n2C do in these assays?
CRFR2-BP antag: -11; CHRM5 PAM: -7; CHRM4 PAM: -4; TAAR1 ag: 0; CRFBP-R2 agonist: -0.1; TAAR1 antag: 14; CHRM5 agonist: -1; CHO-K1 Ca PAM: -4; M5 antag: 7

How did Cc1nc(COc2ccccc2Cl)sc1-c1ccnc(N)n1 do in these assays?
CRFR2-BP antag: -40; CHRM5 PAM: -3; CHRM4 PAM: 10; TAAR1 ag: 1; CRFBP-R2 agonist: -2.6; TAAR1 antag: -23; CHRM5 agonist: -2; CHO-K1 Ca PAM: 7; M5 antag: 11

Results for COCCn1c(C)cc(C(=O)CSc2nc(C)cc(C)c2C#N)c1C ?
CRFR2-BP antag: 7; CHRM5 PAM: -8; CHRM4 PAM: -3; TAAR1 ag: 6; CRFBP-R2 agonist: 0.6; TAAR1 antag: 17; CHRM5 agonist: -6; CHO-K1 Ca PAM: 13; M5 antag: 0

How did Oc1cccc(/C=N/Nc2nn3cnnc3c3ccccc23)c1 do in these assays?
CRFR2-BP antag: 4; CHRM5 PAM: 2; CHRM4 PAM: 5; TAAR1 ag: 4; CRFBP-R2 agonist: -1.4; TAAR1 antag: -25; CHRM5 agonist: 0; CHO-K1 Ca PAM: -11; M5 antag: 11

How did CCOc1ccc(NC(=O)C2Cc3ccccc3CN2S(=O)(=O)CC)cc1 (centres undefined) do in these assays?
CRFR2-BP antag: 12; CHRM5 PAM: 1; CHRM4 PAM: -3; TAAR1 ag: -1; CRFBP-R2 agonist: -0.2; TAAR1 antag: -11; CHRM5 agonist: -2; CHO-K1 Ca PAM: 13; M5 antag: 4

How did FC(F)(F)c1nc2ccccc2n2c(-c3ccc(Cl)cc3Cl)nnc12 do in these assays?
CRFR2-BP antag: 10; CHRM5 PAM: 2; CHRM4 PAM: -3; TAAR1 ag: 2; CRFBP-R2 agonist: -1.2; TAAR1 antag: 7; CHRM5 agonist: -9; CHO-K1 Ca PAM: -6; M5 antag: -8

What do the screens show for `COCCN(C(=O)CNC(=O)c1cccs1)C(C(=O)NC1CCCC1)c1cccs1` (centres undefined)?
CRFR2-BP antag: -3; CHRM5 PAM: -7; CHRM4 PAM: -1; TAAR1 ag: 7; CRFBP-R2 agonist: 0.6; TAAR1 antag: 14; CHRM5 agonist: -1; CHO-K1 Ca PAM: 14; M5 antag: -2

How did OCc1nc2ccccc2n1CCc1ccccc1 do in these assays?
CRFR2-BP antag: 10; CHRM5 PAM: -1; CHRM4 PAM: 3; TAAR1 ag: 1; CRFBP-R2 agonist: 0.3; TAAR1 antag: 6; CHRM5 agonist: 1; CHO-K1 Ca PAM: 3; M5 antag: 0

How did CC(C)C[C@H](NC(=O)c1nc[nH]c1C(=O)NC1CCN(C(=O)OC(C)(C)C)CC1)C(=O)OC(C)(C)C do in these assays?
CRFR2-BP antag: 2; CHRM5 PAM: -10; CHRM4 PAM: 3; TAAR1 ag: 5; CRFBP-R2 agonist: 0.2; TAAR1 antag: 8; CHRM5 agonist: -1; CHO-K1 Ca PAM: 15; M5 antag: 4

Results for CSCCCNC(=S)Nc1ccc(N2CCOCC2)cc1N1CCOCC1 ?
CRFR2-BP antag: -15; CHRM5 PAM: 0; CHRM4 PAM: -6; TAAR1 ag: 0; CRFBP-R2 agonist: 0.7; TAAR1 antag: -9; CHRM5 agonist: 2; CHO-K1 Ca PAM: 12; M5 antag: 12

What do the screens show for `N#Cc1cccc(NC(=O)CCn2ccnc2)c1`?
CRFR2-BP antag: 0; CHRM5 PAM: 3; CHRM4 PAM: 2; TAAR1 ag: 1; CRFBP-R2 agonist: -2.2; TAAR1 antag: 7; CHRM5 agonist: 0; CHO-K1 Ca PAM: 16; M5 antag: -2

Results for CCOC(=O)c1cc(C#N)c(NCc2ccccc2)nc1C ?
CRFR2-BP antag: 36; CHRM5 PAM: -4; CHRM4 PAM: 3; TAAR1 ag: 18; CRFBP-R2 agonist: 1.0; TAAR1 antag: 16; CHRM5 agonist: -2; CHO-K1 Ca PAM: 15; M5 antag: -3

Results for CC12CCC(C/C1=N\OC(=O)c1ccc(F)cc1)C2(C)C (centres undefined) ?
CRFR2-BP antag: -18; CHRM5 PAM: 1; CHRM4 PAM: -4; TAAR1 ag: 5; CRFBP-R2 agonist: -0.5; TAAR1 antag: -36; CHRM5 agonist: 2; CHO-K1 Ca PAM: 8; M5 antag: -2

How did CS(=O)(=O)c1ccc2nc(NC(=O)C3CCCO3)sc2c1 (centres undefined) do in these assays?
CRFR2-BP antag: 1; CHRM5 PAM: 1; CHRM4 PAM: 2; TAAR1 ag: 0; CRFBP-R2 agonist: 1.4; TAAR1 antag: 8; CHRM5 agonist: 2; CHO-K1 Ca PAM: 20; M5 antag: 10

How did Cc1cccc(C)c1NC(=O)COC(=O)c1ccc2c(c1)OCO2 do in these assays?
CRFR2-BP antag: 10; CHRM5 PAM: 2; CHRM4 PAM: 0; TAAR1 ag: 0; CRFBP-R2 agonist: 7.3; TAAR1 antag: -13; CHRM5 agonist: -2; CHO-K1 Ca PAM: 28; M5 antag: -2

What do the screens show for `Cc1nn(C)cc1S(=O)(=O)Nc1ccccc1Br`?
CRFR2-BP antag: 4; CHRM5 PAM: 4; CHRM4 PAM: 3; TAAR1 ag: 0; CRFBP-R2 agonist: 4.8; TAAR1 antag: -18; CHRM5 agonist: -5; CHO-K1 Ca PAM: 1; M5 antag: 4

Results for CCCCN(CCCC)CCNC(=O)c1cn(CC)c2ccc(S(=O)(=O)N3CCc4ccccc4C3)cc2c1=O ?
CRFR2-BP antag: 0; CHRM5 PAM: 2; CHRM4 PAM: -7; TAAR1 ag: -1; CRFBP-R2 agonist: -1.3; TAAR1 antag: -28; CHRM5 agonist: -11; CHO-K1 Ca PAM: -3; M5 antag: 0

How did CC(C)Cn1c(SCC(=O)N2CC(=O)Nc3ccccc32)nc2ccccc21 do in these assays?
CRFR2-BP antag: -14; CHRM5 PAM: -4; CHRM4 PAM: -9; TAAR1 ag: 2; CRFBP-R2 agonist: -1.7; TAAR1 antag: 1; CHRM5 agonist: -4; CHO-K1 Ca PAM: 20; M5 antag: 3

Results for CN1C(=O)NC(c2ccccc2)(C(F)(F)F)S/C1=C(/C#N)c1nnc(N2CCOCC2)n1-c1ccccc1 (centres undefined) ?
CRFR2-BP antag: -12; CHRM5 PAM: 3; CHRM4 PAM: 5; TAAR1 ag: 5; CRFBP-R2 agonist: 0.0; TAAR1 antag: -11; CHRM5 agonist: -2; CHO-K1 Ca PAM: 12; M5 antag: -3

What do the screens show for `COc1ccc(CCNC(=O)C(Sc2ccccn2)c2ccccc2)cc1OC` (centres undefined)?
CRFR2-BP antag: 28; CHRM5 PAM: 4; CHRM4 PAM: -6; TAAR1 ag: 2; CRFBP-R2 agonist: 0.3; TAAR1 antag: -20; CHRM5 agonist: 4; CHO-K1 Ca PAM: 2; M5 antag: -9

How did CCOc1ncccc1C(=O)Nc1ccc2c(C)cc(=O)oc2c1 do in these assays?
CRFR2-BP antag: 3; CHRM5 PAM: 22*; CHRM4 PAM: 6; TAAR1 ag: 2; CRFBP-R2 agonist: -1.3; TAAR1 antag: -8; CHRM5 agonist: -7; CHO-K1 Ca PAM: -5; M5 antag: -4

How did COc1cccc(-n2ccnc2SCC(=O)Nc2cc(C)on2)c1 do in these assays?
CRFR2-BP antag: 1; CHRM5 PAM: 3; CHRM4 PAM: 9; TAAR1 ag: 0; CRFBP-R2 agonist: -5.6; TAAR1 antag: -6; CHRM5 agonist: 3; CHO-K1 Ca PAM: -8; M5 antag: 1

How did Cc1ccc(NC(=S)NNC(=O)CCn2cc(C)cn2)cc1 do in these assays?
CRFR2-BP antag: 4; CHRM5 PAM: -2; CHRM4 PAM: 3; TAAR1 ag: 5; CRFBP-R2 agonist: -2.3; TAAR1 antag: 21; CHRM5 agonist: -1; CHO-K1 Ca PAM: 17; M5 antag: -4

Results for Cc1nn(-c2ccccc2)c(C)c1/C=N/NC(=O)CSc1nnc(SCc2ccc(Cl)cc2)s1 ?
CRFR2-BP antag: 0; CHRM5 PAM: -9; CHRM4 PAM: -12; TAAR1 ag: 2; CRFBP-R2 agonist: 0.1; TAAR1 antag: 42; CHRM5 agonist: 0; CHO-K1 Ca PAM: 10; M5 antag: 4

What do the screens show for `O=C(Nc1ncccc1O)c1ccc2c(c1)OCO2`?
CRFR2-BP antag: 11; CHRM5 PAM: -5; CHRM4 PAM: 2; TAAR1 ag: 4; CRFBP-R2 agonist: -1.1; TAAR1 antag: -8; CHRM5 agonist: 2; CHO-K1 Ca PAM: -11; M5 antag: 4

How did COC(=O)c1cccc(NC(=O)CSc2nnc(COc3cccc(C)c3)n2C)c1 do in these assays?
CRFR2-BP antag: 12; CHRM5 PAM: 0; CHRM4 PAM: 6; TAAR1 ag: 12; CRFBP-R2 agonist: -2.8; TAAR1 antag: 21; CHRM5 agonist: 5; CHO-K1 Ca PAM: 11; M5 antag: 0

What do the screens show for `Cc1ccccc1NC(=O)/C(=C\c1cccs1)NC(=O)c1ccco1`?
CRFR2-BP antag: 2; CHRM5 PAM: 2; CHRM4 PAM: 12; TAAR1 ag: 0; CRFBP-R2 agonist: 2.5; TAAR1 antag: 1; CHRM5 agonist: -1; CHO-K1 Ca PAM: 17; M5 antag: -4

What do the screens show for `Cc1cc(C)n(-c2nnc(C)n2/N=C/c2ccccc2O)n1`?
CRFR2-BP antag: 0; CHRM5 PAM: -6; CHRM4 PAM: -1; TAAR1 ag: 3; CRFBP-R2 agonist: 4.5; TAAR1 antag: 3; CHRM5 agonist: 1; CHO-K1 Ca PAM: 8; M5 antag: 7

Results for COc1cccc(OC)c1C(=O)Nc1ccc(Cc2ccncc2)cc1 ?
CRFR2-BP antag: 14; CHRM5 PAM: -4; CHRM4 PAM: -1; TAAR1 ag: 1; CRFBP-R2 agonist: -0.1; TAAR1 antag: -8; CHRM5 agonist: 2; CHO-K1 Ca PAM: 10; M5 antag: 0

Results for O=C(O)CSc1nc(-c2ccccc2)cc(=O)[nH]1 ?
CRFR2-BP antag: -3; CHRM5 PAM: 2; CHRM4 PAM: -5; TAAR1 ag: 4; CRFBP-R2 agonist: -1.2; TAAR1 antag: -7; CHRM5 agonist: 0; CHO-K1 Ca PAM: 16; M5 antag: -8

Quoted from the results shown for reference:
Results for COc1cccc(OC)c1C(=O)Nc1ccc(Cc2ccncc2)cc1 ?
CRFR2-BP antag: 14; CHRM5 PAM: -4; CHRM4 PAM: -1; TAAR1 ag: 1; CRFBP-R2 agonist: -0.1; TAAR1 antag: -8; CHRM5 agonist: 2; CHO-K1 Ca PAM: 10; M5 antag: 0

Results for O=C(O)CSc1nc(-c2ccccc2)cc(=O)[nH]1 ?
CRFR2-BP antag: -3; CHRM5 PAM: 2; CHRM4 PAM: -5; TAAR1 ag: 4; CRFBP-R2 agonist: -1.2; TAAR1 antag: -7; CHRM5 agonist: 0; CHO-K1 Ca PAM: 16; M5 antag: -8
